# Screening data (PubChem)
# Tb PYK inh – T. brucei pyruvate kinase inhibition | Q57TT1 | TbPYK enzyme, Kinase-Glo Plus ATP luminescence, 45 min | Potency, µM (series often up to 76.8 µM), without a hit: at the top dose activity, negative = inhibition, actives largely listed as inhibitors | 410,000 tested, 0.12% active; also: nearly all actives have a fitted effect of over 50% in size
#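 Luminescence from Kinase-Glo Plus, added after a 45-minute room-temperature reaction, served as the end-point read-out. The enzyme and substrate were preincubated with compound before ADP (130 uM final) initiated turnover. Concentration-effect curves came from normalized qHTS data.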
# AmpC no deterg – blocks E. coli AmpC beta-lactamase in detergent-free assay. P00811. 330,000 tested, 0.52% active. AID 485341. AmpC nitrocefin hydrolysis, absorbance 480 nm, 0.0001% Triton. Potency, µM (series often up to 57.1 µM), for the others: top-dose activity change, negative = inhibition, most hits filed as inhibitors;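 also: plate controls were no compound for no effect and no enzyme for full effect; nearly all actives have a fitted effect of over 20% in size; some results filed as inactive show a strong effect at the top dose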
# Target sequence (P00811 whole entry, looked up): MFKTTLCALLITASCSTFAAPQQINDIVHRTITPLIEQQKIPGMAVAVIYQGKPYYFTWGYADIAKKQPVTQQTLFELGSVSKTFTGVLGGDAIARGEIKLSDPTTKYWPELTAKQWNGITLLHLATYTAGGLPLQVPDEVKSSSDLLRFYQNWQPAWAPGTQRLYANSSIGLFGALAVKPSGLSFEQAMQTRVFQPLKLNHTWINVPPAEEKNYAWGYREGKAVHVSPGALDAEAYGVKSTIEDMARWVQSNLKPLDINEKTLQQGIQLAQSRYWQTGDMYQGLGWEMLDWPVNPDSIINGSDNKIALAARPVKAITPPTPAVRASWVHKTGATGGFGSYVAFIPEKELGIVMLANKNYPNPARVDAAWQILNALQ
#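 20 mM phosphate pH 7.0 + 0.01% (detergent screen) or 0.0001% Triton X-100; 5.3 nM AmpC reagent; cpd preinc 15 min RT; nitrocefin (800 uM stock) to start; A480 q20 s × 4 min; Activity was normalised to no-enzyme and no-compound control wells.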
# The depositor's hits bear a star; [ ] = another dose, or the depositor's remark. Calls follow the shape of the dose curve; as a rule, active = well fitted curve in the direction sought with a large enough effect; inconclusive = small, poorly fitted or top-dose-only effect, or another doubt; inactive = no such curve, though single readings can be large; an effect the other way counts as inactive or inconclusive. Unless noted, % is scaled to controls: 0 for no effect and ±100 for the full control effect; potency is read from the fitted curve at half-maximal effect.
SMILES,Tb PYK inh,AmpC no deterg
CCOC(=O)c1cc(-c2ccccc2)nn1CC1CC(c2ccc(OC)cc2)=NO1 (stereo not drawn),1%,-1%
C=CC[C@@H](CC(=O)N[C@@H](CO)Cc1ccccc1)C(=O)N[C@H](COC(=O)[C@H](CC=C)CC(=O)OC(C)(C)C)Cc1c[nH]c2ccccc12,8%,185%[activator]
Cc1c(Cl)cnc(NC(=O)COC(=O)[C@@H](NC(=O)c2ccco2)C(C)C)c1Cl,0%,-28%
CCN(C[C@H]1N[C@@](CC)(C(=O)OC)[C@H]2C(=O)N(C)C(=O)[C@@H]12)C(=O)C1CCCCC1,-1%,-2%
C=CC[C@H](CC(=O)NCCO)C(=O)N[C@@H](COC(=O)[C@@H](CC=C)Cc1ccc(F)cc1)Cc1ccccc1,3%,214%[activator]
C[C@H](CO)N1C[C@H](C)[C@@H](CN(C)S(C)(=O)=O)Oc2ccc(NC(=O)CCN3CCOCC3)cc2C1=O,-2%,17%
N#CCC(=O)Nc1ccc(C(=O)OCC(=O)NC(=O)NCc2ccco2)cc1,-6%,-48%
CCCSc1ccc([C@@H]2[C@@H]3C(=O)N(CC)C(=O)[C@@H]3[C@]3(C(=O)OC)CCCCN23)cc1,0%,158%[activator]
Cc1ccc2c(c1)C1C[N+](C)(CC(=O)c3ccccc3)CCC1N2C(=O)c1ccccc1Cl (stereo not drawn),4%,29%
COc1ccc(-c2oc(=O)c3cc(OC)c(OC)cc3c2/C=C/c2ccc(OC(C)=O)cc2)cc1,-13%,5%
COc1ccc(-c2c(-c3cc(OC)cc(OC)c3)sc3ccc(OC)cc23)cc1,-1%,-35%
CCN(CC)S(=O)(=O)c1ccc(N2CCCC2)c(NC(=O)c2ccc([N+](=O)[O-])o2)c1,1%,-41%
COc1ccc(NC(=O)Nc2ccc3c(c2)CC(=O)N([C@H](C)CO)C[C@H](C)[C@H](CN(C)Cc2ccc(C(=O)O)cc2)O3)cc1,-2%,-16%
CC(C)(C)NC(=O)C(c1ccc(-c2ccccc2)cc1)N(C[C@H]1CC[C@@H]([C@@H]2CC[C@H](CO)O2)O1)C(=O)c1ccc(C(C)(C)C)cc1 (stereo partly drawn),1%,190%[activator]
COc1ccc(C(=O)OCC(=O)NC(=O)Nc2ccccc2F)c(OC)c1,3%,-10%
Cc1ccc(C(=O)OCc2cc(=O)n3ccsc3n2)s1,4%,-18%
CC(C)CC1NC(=O)N(CC(=O)N(C)C2CCCCC2)C1=O (stereo not drawn),-5%,-11%
CNC[C@@H]1Oc2ccc(NC(=O)Nc3ccccc3)cc2C(=O)N([C@@H](C)CO)C[C@H]1C,-3%,67%[activator]
CC(C)(C)OC(=O)C[C@H]1C/C=C\C[C@@H](CC(=O)NCCO)C(=O)NC[C@H](c2ccccc2)OC1=O,3%,67%[activator]
Cc1ccnc2nc(C(=O)OCC(=O)N(Cc3ccccc3)C(C)C)nn12,-5%,-20%
Cc1ccnc2nc(C(=O)OCC(=O)c3ccc(NC(=O)CC(C)C)cc3)nn12,-2%,14%
O=C(C[C@H]1C/C=C\CC[C@H](Cc2ccc(F)cc2)C(=O)OC[C@H]2CCCN2C1=O)N[C@H](CO)Cc1ccccc1,-4%,220%[activator]
CCOC(=O)c1ccc(S(=O)(=O)N2CCN(CCc3ccncc3)CC2)cc1,0%,47%
COC(=O)[C@]1(Cc2ccccc2)N[C@H](CN(C)C(=O)Nc2ccc(F)cc2)[C@@H]2C(=O)N(Cc3ccccc3)C(=O)[C@@H]21,-1%,-13%
O=C(c1cc(F)c(F)c(F)c1F)N1CCN(C(=O)C2CCCO2)CC1 (stereo not drawn),4%,-2%
CC(C)NC(=O)Nc1cccc2c1O[C@H](CN(C)S(C)(=O)=O)[C@@H](C)CN([C@H](C)CO)C2=O,-2%,-11%
COCCCNC(=O)CC1C[C@H](C(=O)N(C(C)C)C(C)C)[C@@]2(C)c3[nH]c4ccccc4c3CCN2C1=O (stereo partly drawn),0%,241%[activator]
CC(C)C(NC(=O)c1c(F)cccc1F)C(=O)N1CCN(c2ncccn2)CC1 (stereo not drawn),0%,-24%
O=C1c2ccccc2[C@@H]2C[C@H](NC34CC5CC(CC(C5)C3)C4)[C@@H](O)CCN12,0%,-25%
COc1ccc(CNC(=O)C[C@H]2C[C@H](C(=O)N3CCOCC3)[C@@]3(C)c4[nH]c5cc(-c6ccco6)ccc5c4CCN3C2=O)cc1OC,-9%,188%[activator]
Cc1c(NS(=O)(=O)c2cccc(C(=O)N3CCCC3)c2)c(=O)n(-c2ccccc2)n1C,2%,-12%
CN(C)C(=O)CCc1ccc2c3c([nH]c2c1)[C@]1(CCc2ccccc2)[C@@H](C(=O)N2CCCCC2)C[C@H](CC(=O)NCCc2ccccn2)C(=O)N1CC3,-4%,204%[activator]
COc1ccc(Cl)cc1NC(=O)CN(C)CC(=O)NCc1ccc(F)cc1,-5%,118%[activator]
CCN(C[C@H]1N[C@@](Cc2ccccc2)(C(=O)OC)[C@H]2C(=O)N(Cc3ccccc3)C(=O)[C@@H]12)S(=O)(=O)c1ccc(C(F)(F)F)cc1,5%,-3%
Cn1c(CC(=O)NNC(=O)c2ccc(Cl)nc2)nc2ccccc21,4%,-26%
C[C@@H](C(=O)OCC(=O)c1ccc(F)c(F)c1)N1C(=O)C2CCCCC2C1=O (stereo partly drawn),1%,2%
NS(=O)(=O)c1cccc(NC(=O)COC(=O)CCC2CCCC2)c1,4%,-13%
O=C(COc1ccc(-n2cnnn2)cc1)Nc1ccc(F)c(F)c1,0%,1%
COc1ccc(-c2noc(CCC(=O)N3CCN(c4cccc(F)c4)CC3)n2)cc1,-4%,-22%
O=C(CC1C[C@H](C(=O)N2CCCCC2)[C@@]2(CCc3ccccc3)c3[nH]c4ccccc4c3CCN2C1=O)NCCCn1ccnc1 (stereo partly drawn),-8%,296%[activator]
CCOC(=O)C1=CN(Cc2ccco2)S(=O)(=O)N(CC)C1c1ccc(C(F)(F)F)cc1 (stereo not drawn),-6%,-19%
Cc1ccc(S(=O)(=O)Nc2cccc3c2O[C@H](CN(C)Cc2ccc(-c4ccccc4)cc2)[C@@H](C)CN([C@H](C)CO)C3=O)cc1,10%,193%[activator]
C=CCC[C@H](Cc1ccc(F)cc1)C(=O)OC[C@@H](Cc1c[nH]c2ccccc12)NC(=O)[C@H](CC=C)CC(=O)N(CCO)Cc1ccccc1,3%,57%
CCN(C[C@H]1N[C@@](C)(C(=O)OC)[C@H]2C(=O)N(Cc3ccccc3)C(=O)[C@@H]12)C(=O)Nc1ccc(OC)cc1,-8%,127%[activator]
Cc1cnc(C(=O)OCC(=O)N(Cc2ccccc2)C(C)(C)C)cn1,7%,39%
C[C@@H]1COC(=O)[C@H](Cc2ccc(F)cc2)CC/C=C/C[C@@H](CC(=O)N[C@H](CO)Cc2ccccc2)C(=O)N1,-10%,242%[activator]
Cc1cccc(C(=O)OCC(=O)N2CCCCCC2)c1C,-19%,-18%
CC1=CN(S(=O)(=O)c2ccc(C)cc2)C[C@@H]2c3ccccc3N(S(=O)(=O)c3ccc(C)cc3)[C@H]12,4%,-28%
CCN1C(=O)CC(c2ccccc2)N(C2CCCC2)c2nc(Nc3ccc(C(=O)NC4CCN(C)CC4)cc3OC)ncc21 (stereo not drawn),2%,189%[activator]
CCOc1ccc(NC(=O)COC(=O)c2ccc(S(=O)(=O)N3CCOCC3)cc2)cc1,-2%,0%

# Continued.
SMILES,Tb PYK inh,AmpC no deterg
CSc1ccccc1NC(=O)COC(=O)c1cnc(C)cn1,-3%,-30%
CCN(CC)S(=O)(=O)c1cccc(C(=O)NC(C(=O)NCCc2ccccn2)C(C)C)c1 (stereo not drawn),2%,-12%
Cn1c(N)c(C(=O)COC(=O)c2ccc3ccccc3c2)c(=O)n(C)c1=O,1%,14%
CCOc1ncccc1C(=O)OC(C)C(=O)Nc1ccc(N2CCOCC2)cc1 (stereo not drawn),0%,-14%
O=C(COC(=O)c1cncc(Br)c1)NCc1cccs1,0%,-20%
CCN(CC)S(=O)(=O)c1cc(NC(=O)CSCc2c(C)noc2C)ccc1C,-1%,-10%
CCN(C[C@H]1N[C@@](Cc2ccccc2)(C(=O)OC)[C@H]2C(=O)N(C)C(=O)[C@@H]12)S(=O)(=O)c1ccccc1,5%,168%[activator]
O=C(CN1C(=O)NC2(CCCc3ccccc32)C1=O)c1ccc(F)c(F)c1 (stereo not drawn),5%,-18%
CCOc1ccc(C=NNc2ccc(S(=O)(=O)Nc3ccccc3C(=O)O)cc2[N+](=O)[O-])cc1,4%,28µM*
COC(=O)[C@]1(C)N[C@H](CN(C)C(=O)c2ccc(F)cc2)[C@@H]2C(=O)N(C)C(=O)[C@@H]21,7%,-15%

# 6 of these compounds in a different format:
mol	Tb PYK inh	AmpC no deterg
COC(=O)[C@]1(Cc2ccccc2)N[C@H](CN(C)C(=O)Nc2ccc(F)cc2)[C@@H]2C(=O)N(Cc3ccccc3)C(=O)[C@@H]21	-1%	-13%
O=C(c1cc(F)c(F)c(F)c1F)N1CCN(C(=O)C2CCCO2)CC1 (stereo not drawn)	4%	-2%
CC(C)NC(=O)Nc1cccc2c1O[C@H](CN(C)S(C)(=O)=O)[C@@H](C)CN([C@H](C)CO)C2=O	-2%	-11%
COCCCNC(=O)CC1C[C@H](C(=O)N(C(C)C)C(C)C)[C@@]2(C)c3[nH]c4ccccc4c3CCN2C1=O (stereo partly drawn)	0%	241%[activator]
CC(C)C(NC(=O)c1c(F)cccc1F)C(=O)N1CCN(c2ncccn2)CC1 (stereo not drawn)	0%	-24%
O=C1c2ccccc2[C@@H]2C[C@H](NC34CC5CC(CC(C5)C3)C4)[C@@H](O)CCN12	0%	-25%

# Additional records follow.
SMILES,Tb PYK inh,AmpC no deterg
COc1ccc(C(=O)NC(C)c2cccnc2)cc1S(=O)(=O)N(C)Cc1ccccc1 (stereo not drawn),4%,54%
CCCn1nc(C(=O)Nc2cc(S(=O)(=O)Nc3ccc(OC)cc3)ccc2O)c2ccccc2c1=O,0%,1.6µM*
C[C@H]1COC(=O)[C@@H](Cc2ccc(F)cc2)C/C=C\C[C@@H](CC(=O)NCCO)C(=O)N1,2%,20%
Cc1ccc(S(=O)(=O)CC(=O)N2CCN(c3ccc([N+](=O)[O-])cc3)CC2)cc1,3%,-37%
Cc1ccc(C(=O)Nc2ccc(F)c(S(=O)(=O)N3CCOCC3)c2)s1,-9%,-43%
C[C@@H]1CN([C@@H](C)CO)C(=O)Cc2cc(NC(=O)Nc3ccc4c(c3)OCO4)ccc2O[C@@H]1CN(C)C(=O)NC1CCCCC1,-1%,182%[activator]
C[C@]12C(=O)N(c3ccc(C(F)(F)F)cc3)C(=O)N1[C@H]1c3ccccc3OC[C@@H]1[C@H]2c1ccccc1,1%,-25%
Cc1cc(C)c(C)c(S(=O)(=O)N[C@@H](C)C(=O)OCC(=O)NC2CCCC(C)C2C)c1C (stereo partly drawn),1%,158%[activator]
O=C(c1cccc(S(=O)(=O)N2CCN(c3ccc(F)cc3)CC2)c1)N1CCCC1,8%,71%[activator]
C=CC[C@@H](CC(=O)N[C@@H](CO)Cc1ccccc1)C(=O)N[C@H](COC(=O)[C@@H](CC=C)Cc1ccc(F)cc1)Cc1ccccc1,8%,3%

# Complete entries from above. Values in the order: Tb PYK inh, AmpC no deterg
# `C[C@]12C(=O)N(c3ccc(C(F)(F)F)cc3)C(=O)N1[C@H]1c3ccccc3OC[C@@H]1[C@H]2c1ccccc1` is entered as 1%, -25%
# `C=CC[C@@H](CC(=O)N[C@@H](CO)Cc1ccccc1)C(=O)N[C@H](COC(=O)[C@@H](CC=C)Cc1ccc(F)cc1)Cc1ccccc1` is entered as 8%, 3%

# Remaining list, next part.
SMILES,Tb PYK inh,AmpC no deterg
CC(=O)c1ccc(S(=O)(=O)NCC(=O)NC(c2nc3ccccc3[nH]2)C(C)C)cc1 (stereo not drawn),2%,-28%
O=C(COC(=O)CCC(=O)c1ccc(Cl)cc1)NCc1ccc(F)cc1,1%,19%
Nc1cc(Cl)ccc1C(=O)OCC(=O)N1CCCCCC1,-6%,-15%
COc1cccc(CNC(C)C(=O)Nc2ccc(S(=O)(=O)N3CCCC3)cc2)c1 (stereo not drawn),-7%,34%
Cc1ccc(C2(C)NC(=O)N(CC(=O)N(c3ccccc3)C3CCS(=O)(=O)C3)C2=O)cc1 (stereo not drawn),3%,71%[activator]
CCOC(=O)C1=CN(Cc2cccc(F)c2)S(=O)(=O)N(C)C1c1ccc2ccccc2c1 (stereo not drawn),-4%,-17%
CN(C)C(CNS(=O)(=O)c1ccc(Cl)cc1F)c1ccco1 (stereo not drawn),3%,-13%
COc1ccc(CN2c3c(Br)cccc3C(=O)CS2(=O)=O)cc1,0%,13µM*
COc1ccc2[nH]c3c(c2c1)CCN1C(=O)C(CC(=O)NCCCn2ccnc2)C[C@H](C(=O)N2CCOCC2)[C@@]31CCC1CCCC1 (stereo partly drawn),1%,197%[activator]
C=CC[C@H](CC(=O)N(CCO)Cc1ccccc1)C(=O)N[C@@H](C)COC(=O)[C@H](CC=C)CC(=O)OC(C)(C)C,1%,220%[activator]
C[C@H](CO)N1C[C@H](C)[C@@H](CN(C)Cc2ccc(-c3ccccc3)cc2)Oc2c(NC(=O)Cc3ccccc3)cccc2C1=O,1%,141%[activator]

# This is a subset. The share of hits here may be higher or lower than overall.
